High-throughput results: PubChem, several laboratories
MazF activator = activators of E. coli MazEF toxin-antitoxin RNase. P0AE70. FAM/BHQ RNA-DNA oligo cleavage fluorescence, 5 h. activation, % at 20 µM. 350,000 tested, 0.32% active. AID 504720; in the data active = activation above about 50%
PriA SSB inh = K. pneumoniae PriA-SSBct interaction inhibition; inhibition, % at 33 µM; AID 1272365; 430,000 tested, 0.6% active; AlphaScreen SSBct-PriA binding, biotinylated peptide; in the data active = inhibition mostly above about 37%, no sharp cut-off; inactive = mostly below about 20%;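 also: plate controls were negative control peptide for no effect and reference peptide for full effect; strong numbers were not always called active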
Yp Topo-I inh = inhibitors of Yersinia pestis topoisomerase I | Y. pestis Topo-I cleavage product accumulation, plate reader | AID 504884 | activity, % at 10 µM | 360,000 tested, 0.064% active; in the data active = activity above about 50%, passing the limit was not always enough; also: inactives centre near 2
Rv3671c protease = inhibitors of M. tuberculosis serine protease Rv3671c; inhibition, % at 5.96 µM; 320,000 tested, 0.048% active; in the data active = inhibition above about 38%;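 also: extracellular domain of Rv3671c used as enzyme; 0% = enzyme with DMSO and 100% = no enzyme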
VHR inh abs = inhibitors of human VHR1 phosphatase (DUSP3) | inhibition, % at 13.3 µM | recombinant VHR phosphatase, pNPP absorbance | AID 1654 | 290,000 tested, 0.52% active | P51452; in the data active = inhibition above about 50%; also: some compounds called inactive have numbers as strong as hits
Anthrax LF prot = anthrax lethal factor protease inhibition. P15917. multiplex microsphere protease cleavage assay, LF. inhibition, % at 10 µM. 360,000 tested, 0.12% active. AID 588501; in the data active = inhibition above about 30%; also: plate controls were buffer without enzyme for full effect and enzyme alone for no effect
TcdB GH inh = TcdB glycohydrolase inhibition | TcdB glycohydrolase enzymatic assay, plate reader | inhibition, % at 9.99 µM | 350,000 tested, 0.24% active; in the data active = inhibition above about 10%
3CLpro inhibitor = SARS-CoV 3CLpro protease inhibition; P0C6X7; recombinant SARS-CoV 3CLpro, quenched FRET peptide cleavage; inhibition, % at 6 µM; AID 1706; 290,000 tested, 0.14% active; in the data active = inhibition above about 12%
Vc quorum ag = induces V. cholerae light production without autoinducers; activation, % at 18.7 µM; 350,000 tested, 0.16% active; V. cholerae BH1578 lux reporter, luminescence, 6 h; in the data active = activation mostly above about 9.7%, no sharp cut-off; also: not every result past the cut was called active; inactives centre near 0; reference of the scale not given here
PfHsp40 yeast = rescue of PfHsp40-mediated yeast toxicity; S. cerevisiae expressing PfHsp40, growth rescue, ATP luminescence; growth rescue, % at 12.5 µM; 340,000 tested, 0.68% active; in the data active = growth rescue above about 28%, passing the limit was not always enough;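 also: yeast W303a lacking pdr1 and pdr3 grown in galactose medium; growth measured after three days at 30 °C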
Starred values were filed as active, the others as inactive; i = inactive; · = no result given; & = joins results of further samples.

SMILES	MazF activator	PriA SSB inh	Yp Topo-I inh	Rv3671c protease	VHR inh abs	Anthrax LF prot	TcdB GH inh	3CLpro inhibitor	Vc quorum ag	PfHsp40 yeast
NNC(=O)CC12CC3CC(C1)CC(n1ncnn1)(C3)C2	-4	-9	-6	4	-15	-2	·	4	-0.3	1.6
COc1ccc2c(c1)C(=O)[C@H](O)[C@@H](c1ccc(OC)c(Br)c1)O2	9	-5	·	-3	5	·	1.0	-3	·	·
Cc1ccc(NS(=O)(=O)c2ccc(CCC(=O)N3CCCC3)cc2)cc1	-20	-16	0	-5	23	-1	0.3	-7	-0.2	1.7
CCN(CC)CCNC(=O)c1ccc(NC(=O)c2ccc(S(=O)(=O)N3CCCCCC3)cc2)cc1	24	9	3	-8	·	0	0.2	·	5.6	-0.9
CN(C(=O)c1sc2nc(N3CCOCC3)c3c(c2c1N)CCCC3)c1ccccc1	2	-3	4	3	12	-6	1.3	-2	-0.2	0.1
C=CCOC(=O)c1[nH]c2c(c1C)C(=O)CC(c1ccco1)C2 (stereo unspecified)	-2	-6	·	-4	7	·	·	-3	·	·
CCOC(=O)c1c(C)[nH]c(C)c1S(=O)(=O)NCCN1CCN(c2ccccc2F)CC1	-1	-4	5	1	-22	-2	-0.9	-3	i	-0.9
COc1ccc(-c2oc3ncn(CCN4CCOCC4)c(=N)c3c2-c2ccc(OC)cc2)cc1	7	6	29	4	-16	-14	·	5	-0.2	4.4
Cc1ccccc1C1NC(c2ccccc2C)C([N+](=O)[O-])C(C)(C)C1[N+](=O)[O-] (stereo unspecified)	5	-5	0	4	-3	·	1.5	7	1.6	-0.8
Cc1cccc(C(=O)NC(=S)Nc2c(C)n(C)n(-c3ccccc3)c2=O)c1	3	-7	-2	5	·	-9	1.3	-1	-0.7	-0.4
CCOc1ccc(S(=O)(=O)Nc2ccc(S(=O)(=O)N3CCOCC3)cc2)cc1	10	-22	-7	-8	-14	-1	·	10	-0.6	1.1
COc1ccc([C@H]2CC(=O)C=C(c3ccc(C(=O)O)cc3)C2)cc1OC	-8	-12	1	-6	·	-6	-4.5	·	i	0.1
O=C(COc1ccccc1)Nc1ccccc1N1CCN(c2ccccc2)CC1	-13	2	-2	2	13	1	·	-3	-1.4	-0.7
Cc1ccc(Cl)cc1NC(=O)C(NS(=O)(=O)c1cccs1)c1ccccc1 (stereo unspecified)	6	-1	10	-1	2	-1	1.8	3	1.0	0.7
COc1ccc(/C=C/c2c(-c3ccccc3OC)sc3ccccc23)cc1OC	-5	-1	13	-2	·	-4	1.4	·	i	0.8
CN(CC(=O)NCc1ccco1)C(=O)C1CC(=O)N(c2ccc3c(c2)OCCO3)C1 (stereo unspecified)	-3	-4	-8	4	·	-13	0.1	·	-0.3	-0.1
CCC(C(=O)Nc1ccc(S(=O)(=O)N(C)C2CCN(C)CC2)cc1)c1ccccc1 (stereo unspecified)	3	-2	-16	-13	·	-4	1.3	·	-0.4	-0.6
COc1ccc(-c2ccc(SCC(=O)N3CC(=O)Nc4ccccc43)nn2)cc1	14	-19	19	-1	34	6	1.3	-4	-0.3	1.2
O=C(NNC1CC(=O)N(c2ccc(Br)cc2)C1=O)c1cccnc1 (stereo unspecified)	3	-20&-8	0	-10	-3	0	0.6	1	i	1.1
O=C(Nc1cc(F)cc(F)c1)c1ccc(NCCCN2CCCCCC2)c([N+](=O)[O-])c1	17	-7	-9	4	-9	-2	0.8	1	i	-1.0
COc1ccccc1/C=C/C=N/n1c(-c2ccc(Cl)cc2)n[nH]c1=S	-5	·	-1	0	12	-3	-1.2	7	i	·
O=C(Nc1ccon1)c1cccc(C(F)(F)F)c1	0	-13	-6	7	-2	-3	·	2	-0.2	-1.0
O=C(CSc1ncnc2sc3c(c12)CCCC3)NC1CCS(=O)(=O)C1 (stereo unspecified)	6	-16	9	2	·	-2	1.2	·	-2.9	0.2
COc1ccc(-c2cc(N)n(S(=O)(=O)c3c(F)c(F)c(F)c(F)c3F)n2)cc1OC	-4	2	-11	-26	22	0	-0.2	14*	-0.1	0.2
Cc1nn(C)c(C)c1CN(C)C(=O)c1cc2nc(-c3ccco3)cc(C(F)(F)F)n2n1	-1	-13	7	0	-1	2	·	1	i	-1.4

Next part
SMILES	MazF activator	PriA SSB inh	Yp Topo-I inh	Rv3671c protease	VHR inh abs	Anthrax LF prot	TcdB GH inh	3CLpro inhibitor	Vc quorum ag	PfHsp40 yeast
COc1ccc(CNC(=O)C(CCSC)NS(=O)(=O)c2ccccc2F)cc1 (stereo unspecified)	10	-9	7	0	-16	-2	-0.1	2	-2.1	-0.2
Cc1cc(Cl)c(S(=O)(=O)Nc2ccc3c(c2)OCCO3)cc1OCC(N)=O	7	-17	11	3	3	0	·	-7	i	0.5
OC1(c2cccc(F)c2)CCN(Cc2ccncc2)CC1	5	3	-2	-3	3	-2	·	0	-0.3	0.2
O=C(COc1cccc(Cl)c1)NCc1ccccc1	3	-13&-11	-8	2	19	-11	1.4	-7	-0.6	-1.4
COc1ccccc1N1CCN(C(=O)C(=O)N/N=C/c2ccccc2F)CC1	0	·	-5	-1	45	-1	1.7	2	-0.7	-1.1
C=CCNC(=S)Nc1ccc(F)cc1F	1	-8	-1	-4	30	-4	1.8	-2	-0.2	-0.6
CCS(=O)(=O)N1CCN(C(=O)c2cccc3ccccc23)CC1	10	5	0	1	42	3	0.0	2	-0.8	-1.0
CC(C)Cn1c(-c2ccc(C#N)cc2)nc2c1c(=O)[nH]c(=O)n2CC(C)C	2	3	7	0	2	·	·	2	i	0.2
O=C(Nc1ccc(N2CCOCC2)cc1)C1=NN(c2ccccc2)C(=O)CC1	3	0	-10	·	·	3	-0.8	·	i	0.2
COc1ccc(NC(=O)c2cc(F)cc(F)c2)cc1Cl	0	-14	-5	-15	-28	-10	0.6	1	-0.4	-1.0
CS(=O)(=O)N(CCc1ccccc1)CC(=O)NCc1ccc2c(c1)OCO2	2	-18	-4	6	1	-2	·	-4	-0.8	0.8
O=[N+]([O-])c1cnc2ccc3ccccc3c2c1	12	12	-14	-12	33	-1	0.6	-1	31*	3.1
O=C(CSc1nnc(-c2cccs2)n1-c1ccccc1)N1CCOCC1	2	2	-13	6	-1	-2	·	-2	i	-1.1
O=C1/C(=C/c2coc3ccc(O)cc3c2=O)SC(=S)N1c1ccccc1	-53	-8	-6	-12	23	2	-0.1	-2	i	-0.3
Nn1c(SCC(=O)Nc2ccc(N3CCOCC3)cc2)nnc1-c1cccc(F)c1	-11	6	-6	1	·	-6	-6.7	·	i	-0.6
O=C(Nc1cc(Oc2ccc(Cl)cc2)cc([N+](=O)[O-])c1)c1ccco1	1	33	-18	-85	-4	-1	·	1	-0.3	352*
Cc1noc(C)c1NC(=O)N(C)C[C@H]1Oc2c(NC(=O)NC(C)C)cccc2C(=O)N([C@H](C)CO)C[C@@H]1C	5	-1	1	5	·	7	0.5&-0.6	·	-1.0	3.1
CCC1CCCCN1C(=O)CSc1nc2c(c(=O)n(C)c(=O)n2C)n1C (stereo unspecified)	-8	-10	5	-1	-13	-1	0.6	6	0.6	17
CCOC(=O)c1cc2c(C(F)(F)F)cc(-c3ccccc3)nc2o1	4	3	-6	9	9	-8	·	1	i	0.8
COc1ccc(OCC(=O)N2CCCC(CO)(CCOc3ccccc3)C2)cc1 (stereo unspecified)	3	2	31	-13	-1	2	1.3	-2	-2.2	0.3
COc1ccc(C2=NO[C@@](CC(=O)O)(C(=O)Nc3ccc4c(c3)OCCO4)C2)cc1	1	-4	-1	3	10	-7	-0.7	3	-0.8	-0.3
O=C1NC(=O)C2(CCc3ccccc32)N1 (stereo unspecified)	3	-16	4	-7	18	-6	·	-4	i	-0.3
O=C(O)c1ccc(Nc2nc(-c3cccnc3)cs2)cc1	4	-8	7	-10	53*	-9	1.7	-6	i	-0.7
CCc1nnc(SCCSc2nnc(CC)n2N)n1N	1	-8	2	-1	11	-1	·	-1	11	1.7
Cc1ccc(S(=O)(=O)/C(C#N)=C/c2c[nH]c3ccccc23)cc1	5	13	-4	-7	-19	2	·	4	-0.5	0.7

One compound at a time (already shown).
`CCS(=O)(=O)N1CCN(C(=O)c2cccc3ccccc23)CC1` is listed with MazF activator = 10; PriA SSB inh = 5; Yp Topo-I inh = 0; Rv3671c protease = 1; VHR inh abs = 42; Anthrax LF prot = 3; TcdB GH inh = 0.0; 3CLpro inhibitor = 2; Vc quorum ag = -0.8; PfHsp40 yeast = -1.0
`Cc1ccc(S(=O)(=O)/C(C#N)=C/c2c[nH]c3ccccc23)cc1` is listed with MazF activator = 5; PriA SSB inh = 13; Yp Topo-I inh = -4; Rv3671c protease = -7; VHR inh abs = -19; Anthrax LF prot = 2; TcdB GH inh = ·; 3CLpro inhibitor = 4; Vc quorum ag = -0.5; PfHsp40 yeast = 0.7

(next part)
SMILES	MazF activator	PriA SSB inh	Yp Topo-I inh	Rv3671c protease	VHR inh abs	Anthrax LF prot	TcdB GH inh	3CLpro inhibitor	Vc quorum ag	PfHsp40 yeast
Cc1sc2ncn(-n3c(C)ccc3C)c(=O)c2c1C	6	6	-5	4	14	1	·	3	-1.0	0.5
C=CCN(CC=C)S(=O)(=O)c1ccc(C(=O)Nc2nc3c(s2)CCc2ccccc2-3)cc1	0	-13	11	-6	4	-4	·	-2	-0.2	-0.7
Cc1cccc(OC2CCN(Cc3nc(CC4CC4)no3)CC2)c1	-3	-24	22	6	31	0	0.2	-3	i	0.0
COc1cc(NC(=O)COC(=O)CO/N=C(\C)c2ccc3c(c2)OCO3)cc(OC)c1OC	0	·	-4	5	·	-1	0.0	·	i	-1.2
CCCc1cc(=O)oc2cc(OCC(=O)N3CCN(Cc4ccc5c(c4)OCO5)CC3)ccc12	-11	-2	35	-9	2	-1	0.8	-7	-0.4	-1.3
CCN(Cc1ccncc1)C(=O)CCc1ccccc1	6	-7	-6	-6	12	21	-0.2	1	-0.5	0.4
COc1cccc(CN2CCNC(=O)C2CC(=O)N(C)Cc2cnccn2)c1OC (stereo unspecified)	8	-4	1	-2	11	3	0.5	7	0.3	-1.5
CCCCNC(=O)c1cn(-c2ccc(OCC)cc2)c(=O)c2cc(OC)c(OC)cc12	9	-13	2	0	12	-3	·	1	3.7	-0.5
COC(=O)CN(c1ccc2c(c1)OCO2)S(C)(=O)=O	4	-7	-4	1	3	1	0.3	7	-0.6	-0.7
COC(=O)C1=C(c2c(C)noc2C)C[C@@H]2CC[C@H]1N2C(=O)NCCOc1ccccc1	6	-14	4	2	·	-10	-0.4	·	i	-1.1

Structures shown so far that have two or more sulfur atoms (eight):
SMILES	MazF activator	PriA SSB inh	Yp Topo-I inh	Rv3671c protease	VHR inh abs	Anthrax LF prot	TcdB GH inh	3CLpro inhibitor	Vc quorum ag	PfHsp40 yeast
CCOc1ccc(S(=O)(=O)Nc2ccc(S(=O)(=O)N3CCOCC3)cc2)cc1	10	-22	-7	-8	-14	-1	·	10	-0.6	1.1
Cc1ccc(Cl)cc1NC(=O)C(NS(=O)(=O)c1cccs1)c1ccccc1 (stereo unspecified)	6	-1	10	-1	2	-1	1.8	3	1.0	0.7
O=C(CSc1ncnc2sc3c(c12)CCCC3)NC1CCS(=O)(=O)C1 (stereo unspecified)	6	-16	9	2	·	-2	1.2	·	-2.9	0.2
COc1ccc(CNC(=O)C(CCSC)NS(=O)(=O)c2ccccc2F)cc1 (stereo unspecified)	10	-9	7	0	-16	-2	-0.1	2	-2.1	-0.2
O=C(CSc1nnc(-c2cccs2)n1-c1ccccc1)N1CCOCC1	2	2	-13	6	-1	-2	·	-2	i	-1.1
O=C1/C(=C/c2coc3ccc(O)cc3c2=O)SC(=S)N1c1ccccc1	-53	-8	-6	-12	23	2	-0.1	-2	i	-0.3
CCc1nnc(SCCSc2nnc(CC)n2N)n1N	1	-8	2	-1	11	-1	·	-1	11	1.7
C=CCN(CC=C)S(=O)(=O)c1ccc(C(=O)Nc2nc3c(s2)CCc2ccccc2-3)cc1	0	-13	11	-6	4	-4	·	-2	-0.2	-0.7

A portion of the library; the hit share may differ from the screen's.
